Growth percent in the NCI-60 one-dose screen (48 h, 10 µM unless noted): 100 = growth as untreated, 0 = no growth, -100 = all killed.
HCT-116 = HCT-116 colon cancer | hit rate 7.3% among 82,000 | AID 1794798
NCI-H322M = NCI-H322M lung cancer | AID 1794733 | hit rate 2.7% among 80,000
HCT-15 = HCT-15 colon cancer; hit rate 5.2% among 82,000; AID 1794746
NCI-H226 = NCI-H226 lung cancer; hit rate 3.5% among 79,000; AID 1794732
NCI-H522 = NCI-H522 lung cancer. AID 1794739. hit rate 8% among 78,000
COLO 205 = COLO 205 colon cancer | hit rate 7.3% among 79,000 | AID 1794742
NCI/ADR-RES = NCI/ADR-RES ovarian cells. hit rate 4.4% among 81,000. AID 1794790
NCI-H460 = NCI-H460 lung cancer; hit rate 6.8% among 82,000
HT29 = HT29 colon cancer; hit rate 7.4% among 81,000
* = called active by the depositor; x = not tested or not shown. Rule for the calls: active = growth percent below 10; inactive = the rest.

SMILES	HCT-116	NCI-H322M	HCT-15	NCI-H226	NCI-H522	COLO 205	NCI/ADR-RES	NCI-H460	HT29
CCCCOC(=O)c1cccc(C(=O)OCCCC)c1	97.1	91.0	100.6	105.4	86.5	122.8	107.4	112.0	95.5
CN1CCCNc2c(c(=O)c2=O)NCCCN(C)CCCNc2c(c(=O)c2=O)NCCCN(C)CCCNc2c(c(=O)c2=O)NCCCN(C)CCCNc2c(c(=O)c2=O)NCCCN(C)CCCNc2c(c(=O)c2=O)NCCCN(C)CCCNc2c(c(=O)c2=O)NCCCN(C)CCCNc2c(c(=O)c2=O)NCCC1	59.2	44.8	62.4	74.6	56.1	13.9	64.9	32.1	59.3
CC1(C)CC(=O)C2=C(C1)N(c1ccc(OC(F)(F)F)cc1)C(N)=C(C#N)C2c1ccccc1Br (stereo not drawn)	27.5	94.6	32.3	77.0	80.5	56.1	71.9	17.6	41.7
O=C1/C(=C/c2cccc(OCc3ccccc3Cl)c2)N=C2OCCCN12	98.1	98.2	92.7	69.9	85.3	108.6	98.9	94.8	92.8
CCCc1ccncc1	108.1	120.7	96.0	101.5	x	107.8	116.8	109.0	110.9
C=CC(C)(O)CC (stereo not drawn)	98.9	122.5	103.5	103.7	95.7	100.0	116.3	115.7	104.8
C=C(C)[C@@H]1CC=C2c3sc(Nc4cccc(C(F)(F)F)c4)nc3C[C@@H](C)[C@]2(C)C1	86.4	96.2	83.7	85.0	87.9	110.0	96.5	105.2	98.1
O=C(CCc1nnc(COc2ccccc2)o1)c1nc2ccccc2[nH]1	88.9	84.9	101.8	94.1	87.8	101.0	99.7	107.9	101.7
C(=C\c1cnc2ccccc2n1)/c1ccc2c(c1)OCO2	94.2	104.0	80.1	98.5	82.4	104.6	89.4	103.3	75.8
COC1(CC[C@@H](C)COC2OC(CO)C(O)C(O)C2O)O[C@H]2C[C@H]3[C@@H]4CC=C5C[C@@H](OC6OC(CO)C(OC7OC(C)C(O)C(O)C7O)C(O)C6OC6OC(C)C(O)C(O)C6O)CC[C@]5(C)[C@H]4CC[C@]3(C)[C@H]2[C@@H]1C (stereo partly drawn)	-86.1*	-85.2*	-88.7*	-57.2*	-60.9*	-12.2*	-75.6*	-90.2*	-76.6*
C/C=C/c1ccc(OCC)c(O)c1	98.2	96.3	105.7	101.8	100.7	108.0	101.8	102.8	103.0
COc1cc2oc(-c3cccc(NC(=O)[C@H](CC(N)=O)NC(=O)OC(C)(C)C)c3)cc(=O)c2c(OC)c1OC	89.3	101.2	99.8	92.7	73.7	109.2	101.7	89.1	97.8
O=C(O)c1ccccc1CO	91.9	106.0	108.2	97.5	71.7	108.3	110.2	110.7	82.0
Clc1ccc(Nc2ncnc3c2sc2ncccc23)c(Cl)c1	27.6	45.1	47.7	43.6	31.8	27.6	15.0	10.1	39.4
COc1ccc2nc(N=Nc3c(O)ccc4ccccc34)sc2c1	26.6	43.8	31.4	55.0	61.2	33.1	9.3*	6.3*	28.2
CNc1cc(-c2ccc(S(=O)(=O)Nc3ccc4c(c3)N(C(=O)C3CC3)CCC4)cc2)nc(N)n1	94.6	87.4	101.4	96.3	89.9	108.8	108.4	100.0	101.7
CC(=O)N1CCCC1=O	100.3	107.8	100.6	98.4	97.6	107.8	99.0	103.1	104.3
O=C(OCCOCCO)c1ccccc1-c1c2cc(I)c(=O)c(I)c-2oc2c(I)c(O)c(I)cc12	95.4	99.6	95.2	106.9	93.5	106.1	106.0	115.1	102.4
c1ccc(Cn2cc(-c3ccco3)c3ncnc(N4CCOCC4)c32)cc1	92.1	101.8	95.3	95.3	84.1	124.9	x	108.0	94.7
Cc1nc2ccc([N+](=O)[O-])cc2[nH]1	95.1	x	99.8	104.1	95.5	116.5	97.7	106.2	100.8
COc1ccc(NC(=O)[C@@H](N)Cc2ccccc2)cc1C(=O)Nc1cccc(C2CC(=O)c3c(cc(OC)c(OC)c3OC)O2)c1 (stereo partly drawn)	45.2	79.3	37.7	69.8	39.6	78.4	39.3	54.7	73.4
COc1ccc(C(=O)Nc2nc(-c3ccc(OC)cc3)cs2)cc1	113.1	113.4	89.6	94.6	112.0	103.8	109.1	106.5	108.6
C[n+]1cccc(C(=O)NO)c1	105.0	95.8	101.2	88.3	102.8	100.1	99.9	97.2	108.4
CCOC(=O)C(CC/C=N/Nc1ccccc1)(NC(C)=O)C(=O)OCC	105.1	112.8	104.3	82.5	101.5	104.6	106.8	102.9	109.8
O=C(c1ccccc1)c1ccc([N+](=O)[O-])cc1	99.2	107.6	95.0	100.8	95.2	106.1	104.1	114.3	x
O=C(/C=C/c1ccc(O)c(O)c1)NC1CCOC1O (stereo not drawn)	102.7	105.0	94.6	119.8	75.6	105.1	105.1	115.5	113.0
Brc1cccc(-c2cc(-c3ccc4c(c3)OC=CO4)[nH]n2)c1	23.3	49.8	21.1	78.0	29.4	36.1	15.3	15.1	14.0
Cc1cc(C)c(CC(=O)O)c(C)c1	104.6	100.3	100.1	99.8	x	107.5	102.9	105.2	99.4
C[N+](C)(C)CC(=O)N/N=C\c1ccco1	100.5	105.0	101.6	103.1	85.7	106.9	110.8	107.7	92.6
COc1ccc(-c2nnc(CNc3ccc(F)cc3)o2)cc1OC	73.7	96.9	98.7	74.7	72.0	95.8	97.8	95.6	94.4
COc1ccc(CN2[C@H](C)[C@H](O)[C@H](O)[C@H](C(C)C)N(Cc3ccccc3)S2(=O)=O)cc1	86.7	102.5	105.3	x	96.3	101.3	99.2	102.9	92.4
CCOC(=O)C(C#N)=C1CCCCC1	105.6	101.2	118.3	94.8	66.6	x	98.7	102.0	112.7
Cc1cc(=O)oc2cc(OC(=O)N(c3ccccc3)c3ccccc3)ccc12	95.8	93.6	90.2	92.6	89.1	101.0	90.4	102.0	103.5
CCN(CC)c1ccc(/C=N/NC(=O)c2ccc(S(C)(=O)=O)cc2)cc1	105.6	101.9	97.1	97.9	95.1	106.8	105.2	110.6	104.4
CCc1c(Cl)nc(N)nc1Nc1ccc(C)c(C)c1	76.0	109.9	55.7	83.5	81.9	106.3	99.2	80.7	102.4
COc1ccc(-n2nc(C(=O)NCC(=O)NO)nc2-c2ccccc2)cc1	83.5	105.9	101.6	96.6	101.5	119.1	112.3	109.1	108.9
COC(=O)C1=C(C(C)=O)C(c2cc(OC)c(OC)c(OC)c2)C(C#N)=C(N)O1 (stereo not drawn)	99.2	93.6	93.6	104.1	85.8	99.8	101.3	105.2	96.3
N#Cc1ccc(-c2nn(-c3ccc(C(=O)O)cc3)cc2CNc2ccc(Cl)cc2)cc1	53.8	88.8	47.3	85.0	81.3	142.3	67.7	93.1	100.3
O=C(NNc1nc2cc(F)ccc2n2c(CN3CCCC3)ccc12)c1cnccn1	11.1	27.1	23.0	18.2	-3.3*	7.7*	0.7*	2.9*	24.0
O=C(O)c1c[nH]n2c(=S)ncnc12	118.9	118.7	102.5	x	102.3	98.7	104.8	110.2	105.3
c1ccc(CCn2nnc3c(Nc4ccc(N5CCOCC5)nc4)ncnc32)cc1	86.9	108.6	95.5	93.6	83.2	105.0	89.8	99.0	101.0
CC1(O)CC(C)(C)C(C#N)C(=O)N1 (stereo not drawn)	107.9	119.2	108.6	102.6	93.5	103.5	97.0	111.3	92.5
CCOC(=O)CC1CCN(c2ccc3nnc(Cl)n3n2)CC1	95.2	108.8	98.6	79.7	85.8	102.1	95.7	105.0	100.6
C[C@@H](C[C@H](CC1CC1)c1ccccc1)c1ccc2ccccc2c1	98.6	101.2	106.9	109.1	95.2	109.4	104.6	100.1	104.8
COc1ccc(/C=C/C(=O)c2ccc(-n3cc(CN4CCN(c5cc6c(cc5F)c(=O)c(C(=O)O)cn6C5CC5)CC4)nn3)cc2)cc1OC	-39.5*	52.6	33.8	32.4	49.5	60.9	82.0	53.1	4.8*
CCCN1C2CCC1/C(=C\c1ccc(F)cc1)C1=C2[C@@H](c2ccc(F)cc2)C(C#N)=C(N)O1 (stereo partly drawn)	74.7	92.8	89.9	102.8	89.3	92.3	92.4	102.0	88.5
Cc1cc(C)c2c(N)c3cccc(C)c3nc2n1	-39.4*	0.7*	10.4	-10.6*	x	-18.2*	-28.9*	-1.3*	0.7*
O=C1/C(=C\c2cnc3ccccc3n2)SC(=S)N1CCc1ccc(O)cc1	107.6	99.2	103.8	102.7	96.8	114.7	106.4	109.0	113.4
O=c1c2ccccc2nc(-c2ccccc2)n1/N=C/c1ccc2ccccc2c1	22.1	80.1	13.1	53.3	63.1	58.2	53.5	8.6*	19.9
COc1ccc(NC(=O)COc2ccccc2C2c3sc(=O)[nH]c3SC3C4CC(C5C(=O)N(C(C)C(=O)O)C(=O)C45)C23)cc1 (stereo not drawn)	102.2	105.2	104.8	104.1	103.6	120.3	107.0	116.0	107.0
Cc1c(C#N)cccc1NN	101.3	121.3	114.3	96.3	107.2	96.4	109.6	114.6	101.8
CCOC(=O)C1C(=O)NC(C(=O)OCC)(C(=O)OCC)C1CC (stereo not drawn)	110.2	119.4	92.8	97.7	x	114.3	113.0	117.0	111.1
NS(=O)(=O)Oc1ccc(NC(=O)NC23CC4CC(CC(C4)C2)C3)cc1	98.4	107.6	97.1	104.5	85.9	x	111.5	108.0	100.0
CC1C(c2ccccc2)OCCN1C(=S)Nc1ccc(S(=O)(=O)N2CCCCC2)cc1 (stereo not drawn)	91.8	108.2	97.2	91.6	-34.1*	108.0	92.4	103.6	87.5
Clc1ccc2nc(Nc3cccc(Cc4ccccc4)c3)[nH]c2c1	98.5	97.4	116.1	74.4	95.3	113.9	94.2	97.2	99.2
O=C(Nc1ccccc1OCC1CCCO1)c1ccc(-c2ccccc2)cc1 (stereo not drawn)	74.3	96.8	75.7	x	90.8	93.7	79.8	90.8	93.7
COc1ccc(C(=O)CCC(=O)O)cc1F	102.4	104.8	105.6	105.1	96.6	109.3	114.1	108.7	105.5
N/C(=N\N=C\c1ccc(Cl)cc1Cl)c1c(N)nc(=S)[nH]c1-c1ccc(Cl)cc1Cl	102.1	106.7	112.6	106.3	100.4	112.5	110.8	110.5	118.2
COc1cc(-c2nn(-c3ccccc3F)cc2CO)ccc1O	94.7	94.1	87.8	102.6	77.5	111.5	94.3	104.3	96.0
N#Cc1ccccc1NC(=O)Nc1ccc(Cc2ccc(NC(=O)Nc3ccccc3C#N)cc2)cc1	99.5	95.8	94.1	93.3	88.1	121.5	106.7	87.3	104.8
Next section
SMILES	HCT-116	NCI-H322M	HCT-15	NCI-H226	NCI-H522	COLO 205	NCI/ADR-RES	NCI-H460	HT29
COc1cc(-c2nnc(-c3cccnc3)o2)cc(OC)c1OC	99.6	102.0	101.6	94.7	97.5	110.0	104.1	100.8	105.9
c1csc([C@@H]2C[C@@H]3Cc4ccc5ccccc5c4N2O3)c1	100.9	91.2	93.7	107.7	87.0	120.2	97.7	108.6	x
O=C(c1ccccc1)N1CCN(C(=O)c2ccccc2)CC1	107.7	123.0	105.4	90.1	92.2	114.6	104.4	110.8	98.7
CCCCc1ccccn1	101.2	108.1	121.1	123.8	167.0	121.4	114.5	120.6	110.7
Nc1nc(SCc2ccccc2)c2ncn(C3CCCCC3)c2n1	90.2	90.6	86.5	76.3	67.0	119.9	76.5	98.0	93.0
CCOCN1CCCCC1	110.1	104.0	98.0	100.9	85.7	120.0	106.5	102.3	96.6

Part of the list above, comma-delimited:
SMILES,HCT-116,NCI-H322M,HCT-15,NCI-H226,NCI-H522,COLO 205,NCI/ADR-RES,NCI-H460,HT29
COc1ccc(NC(=O)COc2ccccc2C2c3sc(=O)[nH]c3SC3C4CC(C5C(=O)N(C(C)C(=O)O)C(=O)C45)C23)cc1 (stereo not drawn),102.2,105.2,104.8,104.1,103.6,120.3,107.0,116.0,107.0
Cc1c(C#N)cccc1NN,101.3,121.3,114.3,96.3,107.2,96.4,109.6,114.6,101.8
CCOC(=O)C1C(=O)NC(C(=O)OCC)(C(=O)OCC)C1CC (stereo not drawn),110.2,119.4,92.8,97.7,x,114.3,113.0,117.0,111.1
NS(=O)(=O)Oc1ccc(NC(=O)NC23CC4CC(CC(C4)C2)C3)cc1,98.4,107.6,97.1,104.5,85.9,x,111.5,108.0,100.0
CC1C(c2ccccc2)OCCN1C(=S)Nc1ccc(S(=O)(=O)N2CCCCC2)cc1 (stereo not drawn),91.8,108.2,97.2,91.6,-34.1*,108.0,92.4,103.6,87.5
Clc1ccc2nc(Nc3cccc(Cc4ccccc4)c3)[nH]c2c1,98.5,97.4,116.1,74.4,95.3,113.9,94.2,97.2,99.2
O=C(Nc1ccccc1OCC1CCCO1)c1ccc(-c2ccccc2)cc1 (stereo not drawn),74.3,96.8,75.7,x,90.8,93.7,79.8,90.8,93.7
COc1ccc(C(=O)CCC(=O)O)cc1F,102.4,104.8,105.6,105.1,96.6,109.3,114.1,108.7,105.5
N/C(=N\N=C\c1ccc(Cl)cc1Cl)c1c(N)nc(=S)[nH]c1-c1ccc(Cl)cc1Cl,102.1,106.7,112.6,106.3,100.4,112.5,110.8,110.5,118.2
COc1cc(-c2nn(-c3ccccc3F)cc2CO)ccc1O,94.7,94.1,87.8,102.6,77.5,111.5,94.3,104.3,96.0
N#Cc1ccccc1NC(=O)Nc1ccc(Cc2ccc(NC(=O)Nc3ccccc3C#N)cc2)cc1,99.5,95.8,94.1,93.3,88.1,121.5,106.7,87.3,104.8
COc1cc(-c2nnc(-c3cccnc3)o2)cc(OC)c1OC,99.6,102.0,101.6,94.7,97.5,110.0,104.1,100.8,105.9
c1csc([C@@H]2C[C@@H]3Cc4ccc5ccccc5c4N2O3)c1,100.9,91.2,93.7,107.7,87.0,120.2,97.7,108.6,x
O=C(c1ccccc1)N1CCN(C(=O)c2ccccc2)CC1,107.7,123.0,105.4,90.1,92.2,114.6,104.4,110.8,98.7

Bioassay records (PubChem BioAssay)
